Apoferritin bind – binds horse apoferritin like a general anesthetic. actives 0.074% (n = 350,000). apoferritin/1-aminoanthracene competitive binding, fluorescence. AID 485281. Potency, µM (top dose mostly 77.5 µM), without a hit: at the highest dose activity change, negative = displacement, most hits filed as inhibitors. P02791; also: potency is read from the fitted curve at half-maximal effect; % is scaled to controls: 0 for no effect and ±100 for the full control effect; nearly all actives have a fitted effect of over 20% in size
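Read-out: endpoint 1-AMA fluorescence, excitation 380 nm and emission 535 nm, after compounds sit 10 min at room temperature with 10 uM horse-spleen apoferritin in 50% saturated 1-AMA/PBS. Values come from four-parameter Hill fits.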
APEX1 inh – blocks human APE1 abasic DNA cleavage; Potency, µM (top dose mostly 65.8 µM), without a hit: at the top dose activity change, negative = inhibition, actives largely listed as inhibitors; P27695; recombinant APE1, TAMRA/BHQ-2 abasic DNA cleavage fluorescence; actives 0.35% (n = 350,000);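 also: potency is read from the fitted curve at half-maximal effect; plate controls were vehicle for no effect and reference inhibitor for full effect; nearly all actives have a fitted effect of over 55% in size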
Target sequence (P27695 whole entry, looked up): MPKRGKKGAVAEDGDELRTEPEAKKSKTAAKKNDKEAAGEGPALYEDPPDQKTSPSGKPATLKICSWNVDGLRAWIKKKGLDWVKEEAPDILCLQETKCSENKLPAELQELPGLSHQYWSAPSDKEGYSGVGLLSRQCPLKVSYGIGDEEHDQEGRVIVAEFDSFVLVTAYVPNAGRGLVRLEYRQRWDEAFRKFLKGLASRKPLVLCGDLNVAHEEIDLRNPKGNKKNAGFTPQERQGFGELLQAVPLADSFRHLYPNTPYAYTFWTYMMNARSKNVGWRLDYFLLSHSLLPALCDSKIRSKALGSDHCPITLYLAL
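Quantitative HTS: incision of a TAMRA/BHQ-2 double-stranded substrate bearing a tetrahydrofuran abasic site by 0.75 nM APE1 raises fluorescence. Substrate 50 nM final, added after 15 min compound preincubation at room temperature; progress as third-minus-first kinetic read difference.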
RXFP1 antagonist – blocks the human relaxin receptor RXFP1 | HEK293-RXFP1, relaxin-stimulated cAMP HTRF, 30 min; hits give low values | activity change, negative = inhibition, % at 57.5 µM | actives 0.59% (n = 350,000) | AID 1259400;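 active = activity change of -60% or lower, but not beyond a set lower limit; inconclusive = change between -60% and -40%, or beyond the set limit; inactive = change above -40%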; also: % is scaled to controls: 0 for no effect and ±100 for the full control effect
POLK inh – inhibitors of human DNA polymerase kappa | Q9UBT6 | purified Pol kappa, fluorescent DNA synthesis assay, 10 min | Potency, µM (doses to about 107 µM), without a hit: at the highest dose activity, negative = inhibition, usual class: inhibitors | actives 0.53% (n = 400,000) | AID 588579; also: potency is read from the fitted curve at half-maximal effect; % is scaled to controls: 0 for no effect and ±100 for the full control effect
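First, compounds were pin-transferred onto 10 nM Pol kappa. After 15 min at room temperature, substrate was added to 50 nM final. Fluorescence was then measured kinetically at 0 and 10 min.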
POLI inh – blocks human DNA polymerase iota activity. Q9UNA4. Pol iota fluorescent replication assay, 10 min. Potency, µM (series often up to 115 µM), inactives show at the top dose activity, negative = inhibition, usual class: inhibitors. actives 1% (n = 390,000); also: potency is read from the fitted curve at half-maximal effect
Target sequence (Q9UNA4 whole entry, looked up): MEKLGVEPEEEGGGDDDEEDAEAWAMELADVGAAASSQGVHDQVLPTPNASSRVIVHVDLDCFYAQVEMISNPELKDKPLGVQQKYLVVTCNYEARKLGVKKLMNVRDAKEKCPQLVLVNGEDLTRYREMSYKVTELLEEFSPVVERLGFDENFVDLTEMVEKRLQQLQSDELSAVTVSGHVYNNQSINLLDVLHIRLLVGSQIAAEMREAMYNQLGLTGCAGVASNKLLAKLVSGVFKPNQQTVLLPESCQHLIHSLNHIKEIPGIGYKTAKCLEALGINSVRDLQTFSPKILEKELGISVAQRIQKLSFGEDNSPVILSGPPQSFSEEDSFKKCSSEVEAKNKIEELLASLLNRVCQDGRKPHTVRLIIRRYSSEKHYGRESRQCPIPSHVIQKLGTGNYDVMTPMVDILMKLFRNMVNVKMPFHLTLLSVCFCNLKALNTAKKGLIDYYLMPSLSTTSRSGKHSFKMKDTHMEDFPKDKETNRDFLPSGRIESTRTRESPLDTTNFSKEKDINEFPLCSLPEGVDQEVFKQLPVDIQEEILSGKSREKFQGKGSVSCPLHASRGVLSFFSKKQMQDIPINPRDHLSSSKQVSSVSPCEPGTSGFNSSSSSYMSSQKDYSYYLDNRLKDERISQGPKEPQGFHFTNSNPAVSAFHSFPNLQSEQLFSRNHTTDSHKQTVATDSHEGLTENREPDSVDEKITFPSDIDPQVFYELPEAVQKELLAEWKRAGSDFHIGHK
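Fluorescent replication assay read twice, at 0 min and 10 min after adding 50 nM (final) substrate. Enzyme (10 nM) and compounds were first incubated 15 min at room temperature; enzyme-free buffer wells were negative controls.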
Pol beta inh – DNA polymerase beta (human) inhibition; P06746; Pol beta primer extension/strand displacement, fluorescence kinetic; Potency, µM (titrated, usually from 114 µM), inactives show at the highest dose activity change, negative = inhibition, usual class: inhibitors; actives 1.3% (n = 340,000); AID 485314; also: potency is read from the fitted curve at half-maximal effect; % is scaled to controls: 0 for no effect and ±100 for the full control effect
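Homogeneous kinetic assay of primer extension and strand displacement by 10 nM Pol beta, preincubated 15 min at room temperature with compound before 50 nM substrate (final) was added. Read at 0 and 10 min; four-parameter Hill fit.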
BLM helicase inh – inhibitors of human Bloom syndrome helicase BLM; recombinant BLM DNA unwinding, fluorescence dequenching; Potency, µM (doses to about 56.1 µM), inactives show at the highest dose activity change, negative = inhibition, most hits filed as inhibitors; actives 0.2% (n = 350,000); AID 2528;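 also: potency is read from the fitted curve at half-maximal effect; plate controls were vehicle for no effect and no enzyme for full effect; nearly all actives have a fitted effect of over 35% in size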
Tb PGK inh – inhibitors of T. brucei phosphoglycerate kinase; P07378; actives 0.043% (n = 380,000); PGK/GAPDH coupled, Kinase-Glo luminescence, 60 min; Potency, µM (titrated, usually from 57.5 µM), inactives show at the top dose activity change, negative = inhibition, usual class: inhibitors; also: potency is read from the fitted curve at half-maximal effect; % is scaled to controls: 0 for no effect and ±100 for the full control effect; nearly all actives have a fitted effect of over 60% in size
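Luminescent ATP detection (Kinase-Glo Plus) follows a 60-minute room-temperature incubation, with wells lacking PGK as controls. Buffer: 100 mM TEA (pH 7.6), 5 mM MgCl2, 0.01% Tween-20. Coupling enzyme GAPDH (100 nM final) supplies unstable 1,3-BPG in-well.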
Pol eta inh – DNA polymerase eta (human) inhibition. Q9Y253. recombinant Pol eta, fluorescent DNA replication assay. Potency, µM (highest dose often 114 µM), inactives show top-dose activity change, negative = inhibition, usual class: inhibitors. actives 1.2% (n = 390,000); also: potency is read from the fitted curve at half-maximal effect; % is scaled to controls: 0 for no effect and ±100 for the full control effect
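Fluorescent replication assay: 50 nM final substrate added after a 15 min room-temperature compound preincubation with 10 nM enzyme. Signal taken at 0 min and again at 10 min.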
* hit, by the source's call; i = inactive; ? = inconclusive; / = not tested or not shown; & = joins results of further samples; [ ] = remark or other dose. Unless noted, calls follow the shape of the dose curve; as a rule, active = well fitted curve in the direction sought with a large enough effect; inconclusive = small, poorly fitted or top-dose-only effect, or another doubt; inactive = no such curve, though single readings can be large; an effect the other way counts as inactive or inconclusive. This is a subset; count on the stated rates, not on these rows.

SMILES	Apoferritin bind	APEX1 inh	RXFP1 antagonist	POLK inh	POLI inh	Pol beta inh	BLM helicase inh	Tb PGK inh	Pol eta inh
Cc1cc(-c2nn3c(C)nnc3s2)ccc1NC(=O)C(C)(C)C	/	/	-3	-15%	15%	/	/	0%	-20%
CC1Oc2ccccc2C=C1/C=N/Nc1ccc(C(=O)O)cc1 (stereo not given)	-10%	?	-7	-6%	18%	?	-4%	i	-5%
COc1ccc(C(=O)OCC(=O)NCC2CCCO2)c(F)c1 (stereo not given)	/	0%	-1	-6%	-2%	/	/	i	-6%
O=C(CCc1ccccc1)NC(=S)Nc1cccc(C(=O)O)c1	-5%	32%	3	-1%	60%[activator]	0%	-1%	-11%	-12%
COc1cc(C)c(NC(=S)NCCCN2CCOCC2)cc1OC	0%	-2%	-9	-7%	93%[activator]	-27%	-1%	-3%	-15%
Cc1c(S(=O)(=O)N2CCCCC2)c(=O)n(C)c(=O)n1C	/	-4%	17	3%	0%	/	/	i	2%
CC1CN(C(=O)c2ccc(CNS(=O)(=O)c3cccc(Cl)c3)cc2)CC(C)O1 (stereo not given)	-7%	13%	-12	-28%	11%	-2%	-1%	-3%	-14%
Cc1ccc(-n2cnc(N)c2C(=O)c2cccc([N+](=O)[O-])c2)cc1	-14%	-1%	6	-9%	22%	34%	-3%	-1%	1%
O=C1C(Cl)=C(Oc2ccccc2)C(=O)c2ccccc21	/	/	?	-11%	1.8µM*	/	/	-10%	7.9µM*
O=C(c1cc(-c2cccc(O)c2)on1)N1CCOCC1	7%	8%	7	1%	9%	10%	2%	-1%	-4%
COc1ccccc1NC(=O)c1oc2ccccc2c1NC(=O)C1CCCCC1	-7%	/	-6	-4%	26%	15%	-1%	-10%	-17%
CCSc1ncc(Cl)c(C(=O)N(Cc2ccc(N(C)C)cc2)C2CCS(=O)(=O)C2)n1 (stereo not given)	-10%	-5%	5	-13%	5%	-11%	-9%	-3%	-5%
O=C(COc1ccccc1-c1ccccc1)NN=C1CCCC1	-16%	?	0	6%	33%[activator]	-1%	-2%	i	-9%
Cc1c(CCC(=O)N2CCC[C@H]2C(=O)O)c(=O)oc2c(C)c3oc4c(c3cc12)CCCC4	11%	15%	16	1%	0%	9%	0%	-3%	7%
COC(=O)c1cnc(N2CCN(c3ccc(F)cc3)CC2)c2ccccc12	-5%	/	2	-6%[60.1 µM]	2%	25%	-12%	-3%	-7%
Cc1ccc(C(CC(=O)O)Nc2nc(N3CCCCC3)nc(N3CCCCC3)n2)cc1 (stereo not given)	-15%	0%	-11	-1%	-5%	27%	0%	-5%	-3%
O=[N+]([O-])c1ccccc1CN1CCN(S(=O)(=O)c2ccccc2)CC1	/	/	5	-10%	133%[activator]	/	/	-5%	-3%
CCOc1ccc(C(=O)CSc2nnc3ccccn23)cc1	-8%	-5%	-6	3%	0%	2%	1%	-13%	1%
Cc1nc(C(F)(F)F)ccc1C(=O)NN1CCOCC1	4%	62%[activator]	-2	-2%	66%[activator]	5%	1%	i	-8%
CNC(=S)N1N=C(c2ccc(Br)cc2)CC1c1ccc(Br)cc1 (stereo not given)	46%[activator]	11%	-31	-4%	15%	25%	-2%	1%	-19%
CCN(CC)C(=S)SC1CCCCN(C(=O)c2ccccc2)C1=O (stereo not given)	-24%	3%	-9	-7%	11%	1%	-6%	-3%	2%
Cc1ccc(NS(=O)(=O)c2cc(C(=O)NCCCN(C)C)ccc2Cl)cc1Cl	/	28%	-11	-5%	12%	/	/	i	-20%
CCN(CC)S(=O)(=O)c1ccc(-c2nnc(SCC(C)=O)o2)cc1	?	-8%	-2	-8%	33%[activator]	-4%	-7%	-2%	9%
COc1ccc(NCC(=O)n2c(C)c(C)c3ccccc32)cc1	-12%	?	-8	-18%	140%[activator]	1%	-5%	2%	-19%
CCCn1c(N)c(N2CCCCC2)c(=O)n(CC(=O)Nc2ccccc2C(F)(F)F)c1=O	/	-5%	-6	-3%	86%[activator]	/	/	-4%	-7%

Of the compounds above, 2 have a CF3 group:
SMILES	Apoferritin bind	APEX1 inh	RXFP1 antagonist	POLK inh	POLI inh	Pol beta inh	BLM helicase inh	Tb PGK inh	Pol eta inh
Cc1nc(C(F)(F)F)ccc1C(=O)NN1CCOCC1	4%	62%[activator]	-2	-2%	66%[activator]	5%	1%	i	-8%
CCCn1c(N)c(N2CCCCC2)c(=O)n(CC(=O)Nc2ccccc2C(F)(F)F)c1=O	/	-5%	-6	-3%	86%[activator]	/	/	-4%	-7%

New compounds follow.
SMILES	Apoferritin bind	APEX1 inh	RXFP1 antagonist	POLK inh	POLI inh	Pol beta inh	BLM helicase inh	Tb PGK inh	Pol eta inh
COc1cc(/C=C(/C#N)C(=O)NC(C)c2ccccc2)cc(OC)c1O (stereo not given)	-3%	59%	-17	8%	44%[activator]	2%	-5%	-6%	-6%
CCC(C)NC(=O)COC(=O)c1ccccc1OCC(=O)Nc1ccc(Br)cc1 (stereo not given)	7%	-7%	-2	3%&-4%	-6%&0%	1%	1%	i	-12%
N/C(=N\NS(=O)(=O)c1cc(C(F)(F)F)cc(C(F)(F)F)c1)c1ccccn1	6%	-2%	-8	-6%	29%	3%	-8%	7%	-5%
COc1ccc(N(C(=O)CNC(=O)c2cccs2)C(C(=O)NCC2CCCO2)c2ccccc2)c(OC)c1 (stereo not given)	-11%	33%	-21	0%	93%[activator]	1%	-2%	i	-13%
O=c1cc(C(F)(F)F)[nH]c2ccccc12	6%	1%	4	-5%	33%	27%	-2%	0%	-21%
COc1ccc(-c2nc(CS(=O)CC(=O)NCCN3CCCCC3C)c(C)o2)cc1OC (stereo not given)	-5%	82%[activator]	13	-7%	-7%	2%	-7%	-2%	-8%
COCC(=O)Nc1nnc(C2CCCCC2)s1	-14%	1%	-4	-4%	-5%	8%	4%	-8%	-12%
Cc1ccc(N=Nc2c(C)[nH][nH]c2=O)c(C)c1	?	1%	8	-7%	-4%	-1%	-3%	-4%	-13%
CCO[C@H]1OC(C(N)=O)=C[C@@H](c2csc3ccccc23)[C@@H]1CCCO	-4%	15%	/	-14%	-7%	34%	2%	9%	-7%
CNc1nc(Cl)c(SC)c(NC2CCCCC2)n1	-8%	-4%	-13	-14%	1%	5%	-4%	6%	3%
O=[N+]([O-])c1ccccc1N=NNc1ccccc1	/	/	29	-11%	59%[activator]	/	/	-11%	-11%
Cc1ccc(C(=O)OCC(=O)Nc2cccc(Cl)c2C)c(O)c1	-1%	-2%	-10	-21%	11%	?	-10%	3%	-7%
CN(C)S(=O)(=O)c1cc([N+](=O)[O-])ccc1N1CCCCCC1	?	-2%	-10	-1%	-6%	12%	-5%	-8%	-6%
CC(=O)Nc1sc2c(c1C(N)=O)CCN(Cc1ccccc1)C2	23%	-4%	2	-2%	11%	0%	-1%	6%	5%
CC(C)(C)c1ccc(C(=O)NC(=S)Nc2sc3c(c2C#N)CCC3)cc1	-4%	3%	-20	-7%	11%	19%	-7%	-5%	-18%
CCOC(=O)c1c(-c2ccc(-c3ccccc3)cc2)csc1NC(=O)CCC(=O)O	-20%	26%	0	?	-17%	?	-18%	-7%	?
COc1ccc(NS(=O)(=O)c2ccc(NC(=S)NC(=O)/C=C/c3ccc(C)cc3)cc2)nn1	-6%	-3%	-24	-31%	?	-11%	-4%	-7%	3%
Cc1c(NC(=O)CCCOc2ccccc2)cccc1[N+](=O)[O-]	-13%	1%	5	-5%	1%	24%	3%	i	-1%
COc1ccccc1CCNc1ncnc2c1nnn2C	3%	/	2	-1%[60.1 µM]	35%[activator]	23%	-1%	0%	16%
CSc1ccccc1OCc1cc(C(=O)N2CCN3CCCC3C2)no1 (stereo not given)	-9%	18%	6	-2%	7%	-3%	-5%	-3%	-2%
Cc1nc(N2CCOCC2)c2oc3ccccc3c2n1	-9%	15%	6	-3%	4%	9%	2%	-10%	-12%
O=C(NCCCc1nc2ccccc2[nH]1)c1cccs1	-6%	14%	15	-22%	11%	0%	-2%	1%	-20%
Cc1ccc(NC(=O)c2ccc(Cl)cc2[N+](=O)[O-])nc1	0%	4%	7	1%	43%[activator]	?	-6%	-5%	-18%
O=c1cc(CSc2nnnn2-c2ccccc2)nc(Nc2ccc(F)cc2)[nH]1	-12%	-4%	-9	?	45µM*	45µM*	-9%	2%	?
CN1CCN(C(=O)C2C3C=CC(C3)C2C(=O)O)CC1 (stereo not given)	-5%	-1%	-3	-7%	17%	-2%	2%	5%	1%

Going on with the list.
SMILES	Apoferritin bind	APEX1 inh	RXFP1 antagonist	POLK inh	POLI inh	Pol beta inh	BLM helicase inh	Tb PGK inh	Pol eta inh
O=C1/C(=N\S(=O)(=O)c2cccs2)C([n+]2ccccc2)=C([O-])c2ccccc21	2%	-2%	2	11%	30%	?	-8%	i	32µM*
Cc1[nH]c2ccccc2c1/C=N/Nc1ccc(F)cc1F	-6%	-2%	/	/	/	1%	-9%	/	/
Cc1ccc(-n2nc3c(=O)n(CC(=O)NCc4ccccc4)nc(C)c3c2C)cc1	-13%	25%	2	3%	0%	28%	-3%	10%	-10%
COCCN(Cc1ccccc1)P(=O)(O)c1ccccc1OCC(=O)O	-3%	-2%	13	-10%	-6%	15%	3%	-1%	-6%
CN(Cc1ccccc1F)C(=O)CN1c2cccc3cccc(c23)S1(=O)=O	/	-6%	-5	-18%	7%	/	/	-4%	0%
CC(=O)OCCN1C(=O)c2c(C)nc3ccc(S(=O)(=O)N4CCOCC4)cc3c2C1=O	-3%	12%	/	-17%[12 µM]	/	/	-14%	/	/
Cc1cccc(N(C2C=CS(=O)(=O)C2)S(=O)(=O)c2ccccc2)c1 (stereo not given)	5%	8%	15	-12%	27%	0%	-4%	-8%	-11%
Fc1ccccc1C1CCN(Cc2nc(CC3CC3)no2)C1 (stereo not given)	-3%	-3%	-15	-6%	29%	0%	-4%	7%	-20%
CCc1ccc(O)c(N=Cc2ccccc2O)c1	-11%	-1%	17	2%	36%[activator]	12%	-5%	i	-1%

Screens from PubChem BioAssay.
